AID2073 = inhibitors of Mint1-CaV2.2 protein interaction, biochemical, HTRF (AID 2073); inhibition, % at 20 µM, or IC50 in µM where a hit was titrated; HTRF protein-protein interaction, Mint1-CaV2.2; higher % means a stronger effect; 290,000 compounds, 0.19% hits; in the data active = inhibition mostly above about 51%, no sharp cut-off; note: some results filed as inactive read as strong as hits
NS5 inhibitors = flavivirus cap methylation enzyme inhibition – biochemical, confirmation dose response, primary screen (AID 588689). Dengue-2 NS5 methyltransferase capping enzyme assay, biochemical; higher % means a stronger effect. one-dose inhibition, % at 25 µM; IC50 in µM for titrated hits. 340,000 compounds, 0.3% hits; in the data active = a potency from the dose series
NOD2 inhibition = NOD2 signaling inhibitors, cell-based, luminescence, uHTS, HEK293 (AID 1566). one-dose inhibition, % at 4 µM; EC50 in µM for titrated hits. 290,000 compounds, 0.63% hits. HEK293 NOD2/NF-kB luciferase reporter, luminescence; higher % means a stronger effect; note: many of its hits are not listed in these tables
KOR beta-arrestin-1 = kappa opioid receptor activators – cell-based, luminescence, uHTS, primary screen (AID 1777) | KOR beta-arrestin recruitment, luminescence; higher % means a stronger effect | activation, % at 10 µM, or EC50 in µM where a hit was titrated | 280,000 compounds, 0.02% hits; in the data active = activation above about 50%, passing the limit was not always enough; note: a part of the inactive calls stands beside numbers as strong as those of hits
West Nile antiviral = inhibition of WNV-induced cytopathic effect – cell-based, CPE readout (AID 1621); 290,000 compounds, 0.02% hits; CPE inhibition, % at 10 µM; hits with a dose series show IC50 in µM; West Nile virus-infected cells, CPE inhibition; higher % means a stronger effect; in the data active = a potency from the dose series; note: strong numbers were not always called active
Yfh1-depleted yeast = mitochondrial function rescue without frataxin homolog – Friedreich's ataxia, plus single-dose screen, dose response (AID 1465) | 220,000 compounds, 0.074% hits | S. cerevisiae Yfh1-off respiration, WST-1 reduction, 72 h; higher fold induction means a stronger effect | fold induction at 50 µM; hits with a dose series show EC50 in µM;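 active = fold induction of absorbance versus untreated yeast above a set limit, then at least 30% activation at any dose in follow-up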;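 note: activators that raise dye reduction in frataxin-depleted yeast; strong numbers were not always called active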
NOD1 inhibition = inhibition of NOD1-driven NF-kB reporter – cell-based, luminescence, uHTS, primary screen (AID 1578) | NOD1-driven NF-kB luciferase reporter cells, luminescence; higher % means a stronger effect | inhibition, % at 4 µM, or EC50 in µM where a hit was titrated | 290,000 compounds, 1% hits; in the data active = inhibition mostly above about 36%, no sharp cut-off; inactive = mostly below about 34%;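 note: HEK-293T reporter cells stimulated with the NOD1 agonist gamma-tri-DAP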
HIV peptide binding = inhibitors of HIV fusion peptide binding, primary screen, biochemical, uHTS, fluorescence dequenching (AID 1986); 290,000 compounds, 0.3% hits; inhibition, % at 20 µM; hits with a dose series show IC50 in µM; cell-free peptide binding, fluorescence dequenching, 30 min; higher % means a stronger effect; in the data active = inhibition mostly above about 52%, no sharp cut-off; inactive = mostly below about 76%; note: some results filed as inactive read as strong as hits
KOR beta-arrestin-2 = KOR antagonists, beta-arrestin recruitment, cell-based, luminescence, uHTS (AID 1778) | 290,000 compounds, 0.091% hits | KOR beta-arrestin recruitment, luminescence, antagonist mode; higher % means a stronger effect | inhibition, % at 10 µM; hits with a dose series show IC50 in µM; note: strong numbers were not always called active
NS5 inhibitors pilot replicate = second read-out of NS5 inhibitors, no call of its own (marks repeat the call); inhibition, %; measured here: pilot screen replicate inhibition
* hit, by the source's call; i = inactive; nt = no result given; [ ] = remark or other dose. Cut-off read from the data, not from the text of the source, unless noted: active = inhibition above about 50%; inactive = the rest. A portion of the library; rates above refer to the full screens.

SMILES	AID2073	NS5 inhibitors	NOD2 inhibition	KOR beta-arrestin-1	West Nile antiviral	Yfh1-depleted yeast	NOD1 inhibition	HIV peptide binding	KOR beta-arrestin-2	others
O=C(c1ccc(Cl)c(F)c1F)N1CCOCC1	-1%	2%	-6%	3.6%	0.4%	i	-5%	-14%	4%
Cc1ccc(S(=O)(=O)N2CCOC23CCN(C(=O)c2cc(Cl)ccc2Cl)CC3)cc1	2%	-11%	28%	6.1%	0.3%	nt	-18%	0.9%	14%
COc1ccccc1C1CC(c2ccccc2)Nc2ncnn21 (configuration not stated)	7%	-2%	0%	-7.7%	0.4%	i	-16%	-2.5%	-18%
Cc1noc(C)c1CSc1ccccc1C(=O)O	9%	-12%	-1%	-4.5%	0.4%	nt	-2%	-1.4%	-1%
Cc1ccc(Nc2nc(-c3sc(NC(=O)c4ccccc4)nc3C)cs2)cc1	1%	-32%	-2%	2.0%	-1.2%	i	-4%	9.0%	-6%
COCCCn1c(=S)[nH]c2sc3c(c2c1=O)CCCS3	17%	-5%	30%	0.8%	0.7%	i	-25%	1.8%	-9%
C/C(=C\C(=O)O)C(=O)Nc1nccs1	-2%	3%	-5%	7.1%	0.3%	i	-11%	2.9%	9%
O=C(NCCN1CCOCC1)c1ccc(Cl)c([N+](=O)[O-])c1	1%	10%	0%	-1.5%	-0.6%	nt	-21%	0.3%	-6%
COc1ccc(CC(=O)N2CCN=C2SCc2ccc([N+](=O)[O-])cc2)cc1	-2%	5%	1%	-3.4%	-0.5%	i	-30%	-0.2%	14%
Cc1sc2nc(CC(=O)N3CCCC3)[nH]c(=O)c2c1C	21%	3%	13%	-0.3%	0.5%	i	-30%	-0.8%	-34%
CCC(=O)N1CCN(c2ccc(NC(=O)COc3ccc(CC)cc3)cc2)CC1	-3%	0%	-9%	8.7%	-0.2%	nt	35%	-2.4%	-77%
O=C(NCc1ccc(F)cc1)c1ccc(S(=O)(=O)Nc2cccc(C(F)(F)F)c2)cc1	4%	-4%	5%	8.1%	-0.6%	i	31%	11%	2%
N#CC1=C(N)Oc2n[nH]c(-c3ccccc3)c2C1c1ccsc1 (configuration not stated)	6%	17%	-1%	-4.9%	0.4%	i	-1%	1.3%	-29%
COCCNC(=O)c1cc(-c2ccccn2)nc2ccc(S(=O)(=O)N3CCC(C)CC3)cc12	11%	2%	3%	3.9%	0.0%	nt	-27%	3.5%	-19%
O=C1CC(c2ccco2)Cc2nc(Nc3ccc(F)cc3)ncc21 (configuration not stated)	6%	3%	-12%	-0.7%	1.4%	i	14%	1.6%	-86%
COc1ccc(/C=C(\C#N)C(=O)NCC(c2ccc(F)cc2)N2CCOCC2)cc1 (configuration not stated)	-2%	-4%	-4%	0.3%	0.4%	i	-8%	1.0%	23%
Oc1c(Br)cc(/C=N/NC(=S)NCc2ccco2)cc1Br	-2%	18%	-9%	6.2%	0.2%	i	15%	28%	-7%
Cn1c(SCC(=O)NCCc2ccccc2)nnc1-c1ccncc1	9%	-2%	7%	-6.7%	0.3%	i	-6%	-1.4%	3%
COc1ccc(S(=O)(=O)N(C)c2ccc(C(N)=O)cc2)cc1	-4%	1%	22%	-7.0%	1.4%	i	6%	0.8%	-23%
O=C(CSc1cccc[n+]1[O-])c1cc2ccccc2o1	2%	-41%	-13%	-14%	0.1%	i	-24%	-0.1%	12%

The closing 2 entries of the section before come first, to join the parts:
SMILES	AID2073	NS5 inhibitors	NOD2 inhibition	KOR beta-arrestin-1	West Nile antiviral	Yfh1-depleted yeast	NOD1 inhibition	HIV peptide binding	KOR beta-arrestin-2	others
COc1ccc(S(=O)(=O)N(C)c2ccc(C(N)=O)cc2)cc1	-4%	1%	22%	-7.0%	1.4%	i	6%	0.8%	-23%
O=C(CSc1cccc[n+]1[O-])c1cc2ccccc2o1	2%	-41%	-13%	-14%	0.1%	i	-24%	-0.1%	12%
O=Cc1s/c(=N\S(=O)(=O)c2ccccc2)n(CCCCl)c1Cl	30%	-20%	-12%	-8.8%	0.0%	i	17%	1.0%	-16%
CCN(CC)S(=O)(=O)c1cccc(C(=O)Nc2cc(C)cc(C)c2)c1	-6%	-8%	-13%	0.3%	0.3%	i	0%	0.6%	-14%
COc1ccc(C(=O)NNC(=O)Cc2nc3nc(C)cc(C)n3n2)cc1	6%	2%	-1%	-2.0%	0.4%	nt	-10%	-1.3%	-3%
CC(C)OCCCNC(=O)c1ccc(NS(C)(=O)=O)cc1	0%	0%	6%	-3.7%	0.1%	i	-16%	1.5%	18%
CN1C(=O)C(CCC(N)=O)NC1=S (configuration not stated)	10%	-9%	5%	0.3%	1.1%	i	-7%	-0.1%	0%
O=C(COC(=O)C1CCC1)Nc1ccc(OC(F)F)cc1	-1%	-4%	7%	4.8%	nt	nt	-24%	0.2%	9%
COCCNC(=O)c1cccc(OC2CCN(Cc3ccc(OC(F)F)cc3)CC2)c1	7%	1%	29%	-3.4%	-1.3%	nt	10%	1.1%	-31%[20 µM]	NS5 inhibitors pilot replicate=-2.1
CCN1C(=O)CS/C1=N\S(=O)(=O)c1ccccc1	14%	-9%	25%	-0.2%	0.1%	i	5%	-2.0%	14%
O=C1CN(C(=O)/C=C/c2ccccc2)CCN1	14%	5%	3%	-1.1%	0.1%	nt	-5%	1.5%	-5%
Cc1cccc(C)c1N=C1NN=C(c2ccccc2F)CS1	-9%	1%	7%	2.7%	-0.7%	i	-17%	3.3%	6%

Continued; it opens with the three that closed the last part.
SMILES	AID2073	NS5 inhibitors	NOD2 inhibition	KOR beta-arrestin-1	West Nile antiviral	Yfh1-depleted yeast	NOD1 inhibition	HIV peptide binding	KOR beta-arrestin-2	others
CCN1C(=O)CS/C1=N\S(=O)(=O)c1ccccc1	14%	-9%	25%	-0.2%	0.1%	i	5%	-2.0%	14%
O=C1CN(C(=O)/C=C/c2ccccc2)CCN1	14%	5%	3%	-1.1%	0.1%	nt	-5%	1.5%	-5%
Cc1cccc(C)c1N=C1NN=C(c2ccccc2F)CS1	-9%	1%	7%	2.7%	-0.7%	i	-17%	3.3%	6%
Cc1cc(C(=O)N2CCC(C(=O)O)CC2)c(C)o1	11%	nt	12%	3.7%	0.2%	i	-11%	-1.0%	16%
CCOc1ccc(S(=O)(=O)Nc2nc3cc(OC)ccc3s2)cc1	-3%	-2%	1%	7.1%	0.8%	i	-15%	1.8%	-93%
COc1ccccc1NS(=O)(=O)c1ccc(C(N)=O)cc1	-11%	-1%	11%	-2.7%	0.2%	i	-44%	1.5%	18%
CC(c1nnnn1C1CCCCC1)N(Cc1ccccc1)Cc1cccnc1 (configuration not stated)	8%	1%	-10%	-3.0%	-0.8%	i	-48%	-1.0%	-12%
CCCNC(=O)CSC1=N/C(=C/c2ccc(F)cc2)C(=O)N1CC	-4%	-5%	8%	-0.2%	-0.7%	i	-16%	3.2%	-11%
c1ccc(C(c2ccccc2)c2noc(CN3CCC(c4ccncc4)CC3)n2)cc1	1%	4%	15%	-5.4%	-2.2%	i	-13%	1.1%	-20%
COc1ccc(NC(=O)c2ccccc2Sc2ccc(NC(C)=O)nc2)cc1	8%	-3%	15%	-1.4%	0.2%	i	-17%	-2.3%	-4%
COc1ccc(NC(=O)CN(C)C(=O)c2ccccc2OC)cc1	12%	-6%	nt	-2.1%	0.7%	nt	nt	0.6%	6%
Cc1nc2c(-c3ccc(Cl)cc3)cnn2c(N)c1-c1ccc(F)cc1	14%	2%	nt	-5.7%	-0.6%	nt	nt	1.7%	11%
O=C(C(Cc1ccccc1)n1cccc1)N1CCCCC1 (configuration not stated)	-2%	-3%	-6%	-3.5%	-0.3%	i	1%	-1.3%	-11%

Continued, overlapping the part above by 3 compounds.
SMILES	AID2073	NS5 inhibitors	NOD2 inhibition	KOR beta-arrestin-1	West Nile antiviral	Yfh1-depleted yeast	NOD1 inhibition	HIV peptide binding	KOR beta-arrestin-2	others
COc1ccc(NC(=O)CN(C)C(=O)c2ccccc2OC)cc1	12%	-6%	nt	-2.1%	0.7%	nt	nt	0.6%	6%
Cc1nc2c(-c3ccc(Cl)cc3)cnn2c(N)c1-c1ccc(F)cc1	14%	2%	nt	-5.7%	-0.6%	nt	nt	1.7%	11%
O=C(C(Cc1ccccc1)n1cccc1)N1CCCCC1 (configuration not stated)	-2%	-3%	-6%	-3.5%	-0.3%	i	1%	-1.3%	-11%
Cc1n[nH]c(C)c1CCOc1ccc(C(C)C)cc1	4%	1%	-17%	9.8%	-0.5%	i	3%	-0.6%	-6%
N#CC(C(=O)NCc1ccco1)c1nc2ccccc2nc1N1CCOCC1 (configuration not stated)	19%	-1%	2%	-3.2%	1.3%	i	-6%	3.1%	39%
Cc1cccc(NC2=NCC(=O)N2Cc2cccs2)c1	12%	3%	10%	-0.8%	-0.3%	i	-17%	0.1%	-38%[20 µM]
CN(C)c1ccc(/C=N/N=C2/SC(CC(=O)O)C(=O)N2c2ccc(O)cc2)cc1 (configuration not stated)	-9%	4%	4%	-2.0%	0.1%	i	-43%	-1.3%	-66%[20 µM]
O=C1CC(NCc2ccco2)C(=O)N1CCc1ccccc1 (configuration not stated)	3%	1%	-12%	4.6%	-0.5%	i	-15%	3.3%	-59%
O=C(NCc1cccnc1)c1ccc(Cl)c(Cl)c1	5%	3%	10%	-2.5%	-0.2%	i	-21%	1.2%	22%
